# CHOP UPR activ = activators of apoptotic arm of unfolded protein response (CHOP); CHO-CHOP luciferase reporter, UPR activation, luminescence; percent of tunicamycin response over DMSO baseline; activation, % at 10 µM; hit rate 0.34% among 330,000; AID 449763;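 active = at 10 µM dose, activation of 40% or more, normalized to positive control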;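 also: 100% = tunicamycin at 10 µg/mL and 0% = DMSO alone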
#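 System: CHO CHOP reporter cells. Amount: 500 cells per well. Buffer or medium: F12 medium, 10% FBS. Compound dosing: one dose, 10 µM in 0.5% DMSO. Incubation: 6 h compound exposure at 37 °C after overnight seeding. Technique: Steady-Glo luciferase luminescence. Benchmarks: tunicamycin and DMSO controls.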
# EBI2 antag = EBI2 (human) antagonism. P32249. EBI2 beta-arrestin recruitment, luminescence, 7a,25-OHC stimulated. inhibition, % at 5 µM. hit rate 0.81% among 360,000. AID 651636; in the data active = inhibition above about 38%;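 also: enzyme fragment complementation signal reports receptor beta-arrestin coupling in cells; 0% = agonist plus DMSO wells and 100% = wells without agonist; some results beyond the cut were filed as inactive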
# Target sequence (P32249 whole entry, looked up, the tested form may be a part): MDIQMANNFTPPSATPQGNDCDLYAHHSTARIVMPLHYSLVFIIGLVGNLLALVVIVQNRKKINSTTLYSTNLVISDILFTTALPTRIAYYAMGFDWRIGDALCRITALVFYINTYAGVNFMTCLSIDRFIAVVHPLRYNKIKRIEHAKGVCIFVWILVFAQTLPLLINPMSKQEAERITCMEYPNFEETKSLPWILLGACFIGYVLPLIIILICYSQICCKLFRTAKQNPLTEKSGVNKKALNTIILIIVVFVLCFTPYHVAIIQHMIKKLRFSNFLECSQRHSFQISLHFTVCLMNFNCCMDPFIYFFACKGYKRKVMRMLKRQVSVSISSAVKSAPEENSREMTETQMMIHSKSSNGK
# CCR6 antagonist = antagonists of human CCR6 receptor | CHO-K1 CCR6 PathHunter beta-arrestin, luminescence, CCL20-stimulated | inhibition, % at 20 µM | hit rate 0.49% among 340,000 | AID 493098;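 active = compounds whose inhibition of the agonist-driven luminescence signal at 20 µM reaches about 50%, limit read from the data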;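 also: cells stimulated with CCL20 at 14 nM final; plate controls were DMSO with CCL20 for no effect and DMSO without agonist for full effect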
# Target sequence (P51684 whole entry, looked up): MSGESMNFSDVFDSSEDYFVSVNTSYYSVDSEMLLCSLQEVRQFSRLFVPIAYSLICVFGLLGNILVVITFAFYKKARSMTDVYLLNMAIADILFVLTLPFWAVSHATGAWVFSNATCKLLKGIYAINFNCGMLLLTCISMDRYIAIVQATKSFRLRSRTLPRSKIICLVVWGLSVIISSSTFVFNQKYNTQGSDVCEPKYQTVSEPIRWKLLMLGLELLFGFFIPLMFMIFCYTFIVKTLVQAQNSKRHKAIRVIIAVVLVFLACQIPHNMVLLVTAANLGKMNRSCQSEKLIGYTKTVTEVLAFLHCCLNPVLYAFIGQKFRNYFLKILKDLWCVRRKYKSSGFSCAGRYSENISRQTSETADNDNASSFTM
# 697 NFkB inh = lowers PMA/ionomycin-induced NF-kB signal in 697 B cells | 697 B-cell NF-kB luciferase reporter, 16 h | inhibition, % at 4 µM | hit rate 0.33% among 330,000 | AID 435022; in the data active = inhibition above about 35%
# CXCR6 inh = inhibitors of human CXCR6 receptor. O00574. CHO-K1 PathHunter CXCR6 beta-arrestin, luminescence. inhibition, % at 20 µM. hit rate 0.36% among 360,000. AID 602244; in the data active = inhibition above about 34%, passing the limit was not always enough;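 also: antagonist mode with CXCL16 agonist at 10 nM final; 0% = 10 nM CXCL16 with DMSO and 100% = unstimulated wells without agonist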
# Target sequence (O00574 whole entry, looked up): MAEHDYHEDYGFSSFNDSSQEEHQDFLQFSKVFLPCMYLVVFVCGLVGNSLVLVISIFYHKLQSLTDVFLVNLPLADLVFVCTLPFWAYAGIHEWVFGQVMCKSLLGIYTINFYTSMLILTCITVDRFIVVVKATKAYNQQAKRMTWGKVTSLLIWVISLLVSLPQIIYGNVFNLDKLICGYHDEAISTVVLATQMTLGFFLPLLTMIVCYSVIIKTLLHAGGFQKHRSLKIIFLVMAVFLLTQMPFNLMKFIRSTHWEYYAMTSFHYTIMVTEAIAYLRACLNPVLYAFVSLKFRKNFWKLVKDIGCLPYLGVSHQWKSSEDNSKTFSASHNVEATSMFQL
# XBP1 UPR activ = adaptive UPR (XBP1) activation; CHO-XBP1 luciferase reporter, IRE1-XBP1 UPR activation, luminescence; percent of tunicamycin response, DMSO as zero; activation, % at 20 µM; hit rate 0.33% among 330,000; AID 463104;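 active = versus positive control, 20 µM dose yields 30% or more activation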;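 also: 100% = tunicamycin at 10 µg/mL and 0% = DMSO only wells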
#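 Material: IRE1-XBP1 luciferase reporter CHO line / Quantity: one thousand reporter cells per well / Buffer or medium: F12 with 10% serum / Compound: 20 µM single concentration, DMSO 1% / Times: 6 h treatment, 37 °C / Detection: Steady-Glo luciferase glow luminescence, 10 min after reagent addition / Benchmarks: tunicamycin high, DMSO low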
# Jurkat NFkB inh = lowers PMA/ionomycin-induced NF-kB signal in Jurkat cells; PMA/ionomycin-induced NF-kB luciferase reporter, luminescence; inhibition, % at 4 µM; hit rate 0.53% among 330,000; in the data active = inhibition above about 50%
# Mdm2 MdmX PPI = disrupts the human Mdm2-MdmX interaction; inhibition, % at 8 µM; hit rate 3% among 330,000; SaOS-2 split-luciferase Mdm2/MdmX complementation, luminescence; O15151+Q00987;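 active = inhibition of at least 50% at 8 µM in the primary screen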
# Gli-Sufu block = antagonists of Gli-Sufu signaling. inhibition, % at 5 µM. Sufu-KO-LIGHT fibroblasts, Gli luciferase reporter luminescence. hit rate 0.74% among 340,000;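 active = inhibition above about 55%, limit read from the data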;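 also: 0% = DMSO-treated cells and 100% = wells with medium but no cells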
# An asterisk follows results filed as active; . = not tested or not shown.
SMILES,CHOP UPR activ,EBI2 antag,CCR6 antagonist,697 NFkB inh,CXCR6 inh,XBP1 UPR activ,Jurkat NFkB inh,Mdm2 MdmX PPI,Gli-Sufu block
CN1C(=O)CSc2ccc(NC(=O)NCc3ccccc3)cc21,-1.5,-27,9,-5,-3,-1,-9,19,-7
Cc1nc(NC(=S)Nc2ccccc2)sc1C,6.7,21,38,-113,17,7,-76,-221,-30
COC(=O)c1cccc(Oc2nc3c(c(=O)n(C)c(=O)n3C)n2Cc2ccc(C)cc2)c1,4.6,16,20,17,-3,0,1,25,14
COc1ccc2cc(C(c3nnnn3C3CCCC3)N3CCc4ccccc4C3)c(=O)[nH]c2c1 (configuration not stated),-0.7,1,20,-6,-2,1,0,-6,4
COc1ccccc1/C=C/C(=O)NNC(=O)c1cc(C)oc1C,0.2,0,2,7,-10,-3,-19,-21,-4
Cc1ccc(NC(=O)C2CC(c3ccc(F)cc3)=NO2)cc1 (configuration not stated),-0.9,-11,0,13,-6,-1,17,2,-3
Clc1cc2c(c(CSc3nc4ccccc4n4cccc34)c1)OCOC2,-1.1,1,5,-13,5,0,-5,3,24
COc1ccc(OCC(=O)Nc2ccccc2OC(F)F)cc1,3.8,7,14,6,-2,-2,9,10,0
CC(=O)c1cccc(NC(=O)C(C)OC(=O)c2ccc(Br)o2)c1 (configuration not stated),-0.4,-2,15,5,-5,-2,0,-22,3
CCOC(=O)c1cnc2ccc(C(=O)OC)cc2c1Nc1ccc(C(=O)O)cc1,2.4,-1,5,7,2,-1,5,4,34
N#CC(c1ccc(Cl)cc1)N1CCOCC1 (configuration not stated),0.2,-1,11,-11,2,-2,-13,-19,-2
Cn1cnc(S(=O)(=O)N2CCN(c3cccc(Cl)c3)CC2)c1,-0.2,3,2,-2,-7,-1,3,5,-13
CCC(=O)NC(NC(=S)Nc1ccccc1Br)C(Cl)(Cl)Cl (configuration not stated),-1.1,-4,16,17,27,-1,5,-5,4
NC(=O)C1(N2CCCCC2)CCN(c2ccc3nnc(-c4ccccc4)n3n2)CC1,1.1,1,-2,11,-6,-2,8,10,8
CCOc1ccc(NC(=O)COC(=O)CCCc2c[nH]c3ccccc23)cc1,-1.4,0,7,16,-11,-2,-2,15,0
CCOc1ccccc1C(=O)Nc1ccc(S(=O)(=O)Nc2cc(OC)nc(OC)n2)cc1,0.0,-9,10,1,-7,0,-5,6,18
COc1ccc2oc(C(=O)Nc3nc4ccccc4[nH]3)c(C)c2c1,2.2,16,29,-185,-2,-1,-179,-174,-111
CC(C)Oc1ccc(-c2cc(C(=O)NCCN3CCOCC3)c3ccccc3n2)cc1,-0.2,1,20,-10,-8,1,-36,-17,3
CC(=O)NC(Cc1ccc(F)c(F)c1)C(=O)NC1CCN(c2c(Cc3ccccc3)c(C)nc3ncnn23)CC1 (configuration not stated),-1.5,-10,6,12,2,9,15,7,7
COc1cc(-c2[nH]ncc2CN(C)Cc2nonc2C)cc(OC)c1OC,2.3,16,2,-4,1,-2,23,23,12
CCCOP(=O)(OCCC)C(NC(=O)C(C)(C)C)c1ccccc1 (configuration not stated),-0.9,-1,8,-6,-6,4,-18,-60,7
COC(C)(C)c1cc(C(C)(C)C)nc(N)n1,0.6,-8,-6,12,1,-2,6,-11,0
O=C(Nc1nc(-c2ccco2)c(-c2ccco2)s1)c1ccc(F)cc1F,4.7,-7,21,-9,7,-2,7,12,-9
COc1ccc(C2C(C(=O)C(C)(C)C)=C(O)C(=O)N2Cc2ccccc2)cc1 (configuration not stated),2.1,-5,-9,12,-4,0,-13,-5,37
C#CCOCCOCCOCCNc1nc(N2CCN(C(=O)C([C@@H](C)O)n3cc([C@@H](N)CCCCN)nn3)CC2)nc(N2CCN(C(=O)[C@H](CCCN=C(N)N)n3cc(C(N)[C@@H](C)CC)nn3)CC2)n1 (some centres not stated),2.5,-3,-11,3,-2,0,-4,14,-6
CN(C(=O)c1cccc(NC(=O)Cc2ccc(NC(=O)C3CCN(C(=O)C4CC4)CC3)cc2)c1)C1CCCC1,.,-5,24,.,3,.,.,.,1
COCCCNC(=O)C[C@H]1C[C@H](C(=O)N2CCCCC2)[C@@]2(C)c3[nH]c4cc(-c5ccco5)ccc4c3CCN2C1=O,2.7,-2,-3,2,-2,6,.,16,2
CC(C)c1ccc(/C=N/NC(=O)c2c(Cl)cnn2C)cc1,1.5,-6,5,-105,-5,-1,-68,-46,-77
COc1cc(/C=C(\C#N)C(=O)Nc2cccc(C(=O)O)c2)ccc1OCc1ccc(C)cc1,1.1,-6,14,16,-1,-1,-83,-97,-9
Cc1ccc(N2C(=O)SC(N(CC(=O)O)c3ccc(C)cc3)C2=O)cc1 (configuration not stated),-0.3,3,24,15,4,1,-15,-11,-5
COC(=O)c1cccc(NC(=O)c2cccs2)c1C,1.3,-8,-6,-13,2,-1,13,0,-2
CC(C)c1cccc(C(C)C)c1NC(=O)COC(=O)c1ccc2c(c1)S(=O)(=O)c1ccccc1C2=O,-0.4,1,-15,-12,-30,-2,-10,-11,-6
Cn1nc(-c2ccc(Cl)cc2)c2cc(C(=O)N3CCCC3)sc21,6.9,5,-25,56*,-5,-3,9,49,-2
CCOC(=O)c1cnn(-c2nc(CC)nc3sc4c(c23)CCC4)c1N,-0.1,-1,6,10,5,0,-11,20,-3
Cc1ccc(C(=O)N2CC(=O)Nc3ccc(F)cc3C2c2ccc(F)cc2)cc1 (configuration not stated),0.5,4,1,16,-6,-3,-8,-10,16
O=S(=O)(c1cccc2cccnc12)N1CCN(c2ccccn2)CC1,0.7,5,5,19,-5,-2,7,16,1
CCOc1ncccc1C(=O)Nc1ccc2c(c1)OCCO2,-0.7,-3,17,-16,6,-1,-4,26,-6
CCc1nnc(NC(=O)c2ccc(S(=O)(=O)N3CCN(Cc4ccccc4)CC3)cc2)s1,-1.4,7,5,-10,2,-3,1,20,3
CCOC(=O)c1c(CSc2ccccc2)n(C)c2cc(Br)c(O)c(CN(C)C)c12,3.7,11,22,1,14,2,-10,23,9
COc1ccc(NS(=O)(=O)c2cccc(C(=O)N/N=C/c3ccc4c(c3)OCCO4)c2)cc1,-0.4,-18,6,2,-7,0,-16,-16,-10
COc1ccc(C(=O)NC23CC4CC(CC(C4)C2)C3)cc1,2.6,-3,5,-17,4,1,10,-3,-9
Cc1c(C(=O)N2CC(C)OC(C)C2)sc2nc(-c3ccccc3)cn12 (configuration not stated),1.9,.,.,-11,.,0,-3,11,.
Cc1ccc(Nc2ncc3c(n2)CC(C)CC3=O)c(C)c1 (configuration not stated),3.9,-3,17,-120,4,-2,-82,-44,-71
Cc1nc2c(nnn2Cc2ccccc2)c(=O)[nH]1,0.5,-9,2,5,-6,0,1,-28,4
Cc1ccccc1Nc1nnc(SCC2CCCCO2)s1 (configuration not stated),2.0,-3,7,-131,-3,1,-120,-181,-95
Cn1cnc(NCc2ccccc2)c1[N+](=O)[O-],-1.6,-1,7,-7,8,3,-7,18,5
CCCN(C(=O)CSCc1ccc(Cl)cc1)c1c(N)n(Cc2ccccc2)c(=O)[nH]c1=O,-0.6,-5,5,0,-5,-2,15,14,22
CCCCCCCc1nc2nc(C)c(Br)c(=O)n2[nH]1,-0.1,5,-2,-23,0,1,-10,4,-3
COC(=O)[C@]1(Cc2ccccc2)N[C@H](CN(C)C(=O)c2ccc(F)cc2)[C@@H]2C(=O)N(C)C(=O)[C@@H]21,2.3,-7,6,7,7,1,-19,7,7
CCOC(=O)c1c(N)sc(C(=O)N(CC)CC)c1C,-1.8,3,4,5,0,-1,6,22,19

# Entries of single compounds as entered above. Values in the order: CHOP UPR activ	EBI2 antag	CCR6 antagonist	697 NFkB inh	CXCR6 inh	XBP1 UPR activ	Jurkat NFkB inh	Mdm2 MdmX PPI	Gli-Sufu block
# Listed for COc1cc(/C=C(\C#N)C(=O)Nc2cccc(C(=O)O)c2)ccc1OCc1ccc(C)cc1 : 1.1	-6	14	16	-1	-1	-83	-97	-9
# Listed for COc1ccc(C(=O)NC23CC4CC(CC(C4)C2)C3)cc1 : 2.6	-3	5	-17	4	1	10	-3	-9

# (list continues)
SMILES,CHOP UPR activ,EBI2 antag,CCR6 antagonist,697 NFkB inh,CXCR6 inh,XBP1 UPR activ,Jurkat NFkB inh,Mdm2 MdmX PPI,Gli-Sufu block
CCc1ccc(NC(=O)N2CCN(c3ccc(F)cc3)CC2)cc1,.,34,4,.,-9,.,.,.,-5
Nc1n[nH]c2cc(=O)n(-c3cccc(C(F)(F)F)c3)nc12,-2.2,-15,-5,24,2,-1,7,20,12
CCOCCCNC(=O)C1CCN(Cc2ccc(OCc3ccccc3)c(OC)c2)CC1,0.4,-9,9,-2,-6,-4,-44,8,9
O=c1c2ccccc2cnn1-c1ccc2ccccc2c1,-3.3,0,10,-290,5,-2,-207,-105,-83
CCCCNC(=O)COC(=O)c1ccc(NS(=O)(=O)c2ccc3c(c2)OCCO3)cc1,-1.5,7,-24,19,-2,0,9,-3,5
CC1(CCc2ccccc2)NC(=O)N(Cc2nnc(-c3ccccc3Br)o2)C1=O (configuration not stated),-2.0,9,11,1,-6,-1,-6,-23,7
Cc1ccc(S(=O)(=O)NCC2CCC(C(=O)NCCCN3CCCC3=O)CC2)cc1 (configuration not stated),3.7,0,-6,17,1,1,-4,8,-7
CCOC(=O)C1CCN(C(=O)C(CCSC)NC(=O)COc2ccccc2)CC1 (configuration not stated),-1.0,4,5,11,-2,-1,-9,4,0
Cc1cc(C)cc(OCC(=O)Nc2ccccc2C(=O)N2CCOCC2)c1,-0.1,-9,2,0,-1,-4,2,8,18
CCOC(=O)c1ccc(NS(=O)(=O)CC)cc1,0.7,-10,11,-18,1,5,-18,-3,1
Cc1ccc(CS(=O)(=O)CCC(=O)NCCCN2CCCC2)cc1,0.2,-1,8,-31,-1,-2,-10,-18,0
O=C(c1ccc2c(Cl)c3c(nc2c1)CCCC3)N1CCC(N2CCCCC2)CC1,-1.7,-11,9,-8,2,2,-11,58*,-2
O=C(NCCN=C1NS(=O)(=O)c2ccccc21)c1ccco1,-2.3,-5,-12,18,2,-3,4,28,1
O=C(N/N=C/C=N/NC(=O)c1ccco1)c1ccco1,-0.5,-6,5,0,10,-2,6,41,-1
Cn1c(N)c(C(=O)COC(=O)c2ccccc2C(=O)c2ccccc2)c(=O)n(C)c1=O,-0.3,-3,14,13,9,3,-14,-1,-2
Cn1c(SCc2cccc(F)c2)nnc1-c1ccccn1,3.2,-13,-9,-29,1,1,-53,8,-45
CCOC(=O)c1sc2nc(C)nc(N3CCN(S(=O)(=O)c4ccccc4)CC3)c2c1C,2.7,42,15,-23,7,3,-5,4,5
Cc1ccccc1CSCCNC(=O)c1ccccc1,1.2,-8,10,-26,2,-1,-8,-5,-1
COc1ccc(CCNC(=O)c2cccc(C(=O)NCCc3ccc(OC)cc3)n2)cc1,1.0,50*,10,6,10,-4,3,15,8
CC(C)=NNc1ncnc2nc[nH]c12,.,-6,-7,.,2,.,.,.,26

# Ordered by value in 697 NFkB inh (smallest number first): 3 from the list above.
molecule | 697 NFkB inh
Cc1ccccc1CSCCNC(=O)c1ccccc1 | -26
COc1ccc(CCNC(=O)c2cccc(C(=O)NCCc3ccc(OC)cc3)n2)cc1 | 6
O=C(NCCN=C1NS(=O)(=O)c2ccccc21)c1ccco1 | 18

# Source: PubChem (Sanford-Burnham Center for Chemical Genomics)
